# mHTT CaM bind: disrupts binding of mutant huntingtin to calmodulin | P42858 | AlphaScreen His-mHTT/GST-CaM binding, luminescence | inhibition, % at 15 µM | actives 3.6% (n = 190,000) | AID 1671202;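 also: 0% = both proteins with DMSO and 100% = one protein alone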
# Target sequence (P42858 whole entry, looked up, stated change not applied): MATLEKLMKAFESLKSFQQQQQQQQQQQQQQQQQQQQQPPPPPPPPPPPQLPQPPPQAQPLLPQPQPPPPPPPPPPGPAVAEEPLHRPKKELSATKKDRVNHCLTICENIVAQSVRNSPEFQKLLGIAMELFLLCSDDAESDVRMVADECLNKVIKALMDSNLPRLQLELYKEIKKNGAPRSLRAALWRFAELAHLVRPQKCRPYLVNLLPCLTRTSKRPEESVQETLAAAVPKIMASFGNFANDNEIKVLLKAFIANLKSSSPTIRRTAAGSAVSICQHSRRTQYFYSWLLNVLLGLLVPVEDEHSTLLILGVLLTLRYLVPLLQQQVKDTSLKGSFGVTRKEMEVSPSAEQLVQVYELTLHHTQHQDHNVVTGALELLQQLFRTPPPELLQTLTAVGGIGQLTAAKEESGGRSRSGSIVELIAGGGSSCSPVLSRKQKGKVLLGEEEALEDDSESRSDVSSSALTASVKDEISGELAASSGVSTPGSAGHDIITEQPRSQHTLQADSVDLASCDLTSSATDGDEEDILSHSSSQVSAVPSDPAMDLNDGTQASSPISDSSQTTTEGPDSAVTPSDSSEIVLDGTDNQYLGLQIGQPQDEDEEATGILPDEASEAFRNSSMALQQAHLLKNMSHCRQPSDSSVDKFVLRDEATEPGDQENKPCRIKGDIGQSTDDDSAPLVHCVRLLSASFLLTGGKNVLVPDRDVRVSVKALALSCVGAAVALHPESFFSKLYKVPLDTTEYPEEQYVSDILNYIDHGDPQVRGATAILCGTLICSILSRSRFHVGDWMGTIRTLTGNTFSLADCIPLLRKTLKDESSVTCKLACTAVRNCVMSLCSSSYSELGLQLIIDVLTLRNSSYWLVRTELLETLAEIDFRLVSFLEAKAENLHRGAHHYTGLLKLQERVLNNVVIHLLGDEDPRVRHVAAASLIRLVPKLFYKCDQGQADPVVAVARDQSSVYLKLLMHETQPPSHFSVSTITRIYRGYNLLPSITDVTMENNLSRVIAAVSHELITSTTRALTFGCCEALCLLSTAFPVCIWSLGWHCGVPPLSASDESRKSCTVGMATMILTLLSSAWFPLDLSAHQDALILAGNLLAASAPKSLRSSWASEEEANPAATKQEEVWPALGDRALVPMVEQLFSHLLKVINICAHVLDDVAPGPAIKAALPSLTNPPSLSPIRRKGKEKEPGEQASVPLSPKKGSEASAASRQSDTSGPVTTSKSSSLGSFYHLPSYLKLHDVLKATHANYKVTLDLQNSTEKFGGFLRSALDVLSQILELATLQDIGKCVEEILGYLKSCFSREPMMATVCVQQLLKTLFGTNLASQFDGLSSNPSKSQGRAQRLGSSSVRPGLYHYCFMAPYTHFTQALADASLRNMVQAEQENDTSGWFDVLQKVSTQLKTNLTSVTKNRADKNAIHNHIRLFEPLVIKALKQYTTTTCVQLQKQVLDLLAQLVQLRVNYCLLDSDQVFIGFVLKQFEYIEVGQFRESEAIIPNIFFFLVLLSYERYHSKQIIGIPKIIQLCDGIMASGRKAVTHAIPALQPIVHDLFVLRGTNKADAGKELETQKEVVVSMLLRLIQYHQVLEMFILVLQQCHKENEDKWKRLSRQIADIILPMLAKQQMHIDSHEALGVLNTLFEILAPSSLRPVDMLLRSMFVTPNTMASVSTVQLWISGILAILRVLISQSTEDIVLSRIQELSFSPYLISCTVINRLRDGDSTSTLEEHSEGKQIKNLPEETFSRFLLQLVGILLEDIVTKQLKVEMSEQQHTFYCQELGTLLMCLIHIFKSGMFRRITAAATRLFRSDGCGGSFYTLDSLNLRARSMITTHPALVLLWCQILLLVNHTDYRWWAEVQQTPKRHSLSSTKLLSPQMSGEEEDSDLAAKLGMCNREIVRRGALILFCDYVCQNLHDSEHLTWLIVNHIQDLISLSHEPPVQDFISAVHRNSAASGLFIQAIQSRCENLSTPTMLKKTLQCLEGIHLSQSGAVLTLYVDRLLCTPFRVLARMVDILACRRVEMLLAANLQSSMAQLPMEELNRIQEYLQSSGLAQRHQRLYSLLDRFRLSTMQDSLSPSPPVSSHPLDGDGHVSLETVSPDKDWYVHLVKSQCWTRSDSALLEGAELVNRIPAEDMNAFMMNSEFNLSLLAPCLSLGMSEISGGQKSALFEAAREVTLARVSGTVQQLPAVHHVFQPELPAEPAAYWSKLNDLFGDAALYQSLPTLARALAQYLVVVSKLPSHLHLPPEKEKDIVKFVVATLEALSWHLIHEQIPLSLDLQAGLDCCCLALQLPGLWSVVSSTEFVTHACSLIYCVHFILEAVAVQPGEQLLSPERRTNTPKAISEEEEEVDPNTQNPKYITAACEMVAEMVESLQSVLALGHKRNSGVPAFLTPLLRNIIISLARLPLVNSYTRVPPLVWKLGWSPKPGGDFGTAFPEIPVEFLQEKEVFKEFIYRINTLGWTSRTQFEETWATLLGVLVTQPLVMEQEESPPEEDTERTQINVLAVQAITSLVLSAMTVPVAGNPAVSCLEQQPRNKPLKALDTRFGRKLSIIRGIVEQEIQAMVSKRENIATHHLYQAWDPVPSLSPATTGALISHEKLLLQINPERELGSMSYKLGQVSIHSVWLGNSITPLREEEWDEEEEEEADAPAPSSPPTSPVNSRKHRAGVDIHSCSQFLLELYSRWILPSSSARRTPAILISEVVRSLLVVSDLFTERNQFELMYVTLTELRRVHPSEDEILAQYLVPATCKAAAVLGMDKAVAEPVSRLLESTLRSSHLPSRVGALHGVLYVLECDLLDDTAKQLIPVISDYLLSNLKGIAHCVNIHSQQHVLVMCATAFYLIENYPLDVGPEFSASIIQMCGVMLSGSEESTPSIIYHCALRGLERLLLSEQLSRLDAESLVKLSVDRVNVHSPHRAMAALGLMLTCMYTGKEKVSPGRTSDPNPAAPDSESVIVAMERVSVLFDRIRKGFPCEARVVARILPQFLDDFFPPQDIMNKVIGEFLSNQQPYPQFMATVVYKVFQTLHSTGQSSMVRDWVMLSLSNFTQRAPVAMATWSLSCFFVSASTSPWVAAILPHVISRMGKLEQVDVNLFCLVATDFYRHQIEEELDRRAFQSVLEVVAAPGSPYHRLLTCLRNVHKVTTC
# Pf apPOL block: Pf-apPOL DNA polymerase inhibition. Recombinant Pf-apPOL, molecular beacon fluorescence, 1.5 h. AID 1794808. inhibition, % at 10 µM. actives 0.25% (n = 210,000)
# An asterisk follows results filed as active; i = inactive; . = no result given; & = joins results of further samples. Rule as the data show it: active = inhibition above about 50%; inactive = the rest. Random draw from the library; about 3.7% have a hit in one of these screens.
SMILES,mHTT CaM bind,Pf apPOL block
O=C(Nc1ccc(C2(C(=O)N3CCN(c4ccc(F)cc4)CC3)CCC2)cc1)C1CC1,5,-4
Cc1ccccc1C(=O)N1CCN(c2cc(Cl)ccc2C)C(=O)C1C (configuration not stated),0,-1
CCN1CCN(CC(O)COCc2ccccc2)CC1 (configuration not stated),2,-1
CCC(C(=O)Nc1cc(C)ccc1C)c1ccccc1 (configuration not stated),-17,-6
O=C(Nc1c2c(nn1-c1cccc(Cl)c1)CSC2)C1CCCCC1,5,-5
Cc1ccc(NC(=O)CSc2nc3c(c(=O)n2-c2ccccc2)SCC3)cc1Cl,19,-1
N#Cc1c(N)sc2c1CCN(CCc1ccccc1)C2,38,10
Cc1ccc([N+](=O)[O-])cc1N=Cc1ccc2c(c1)OCO2,2,1
CCCSc1nnc2c(n1)OC(c1ccncc1)Nc1ccc(Br)cc1-2 (configuration not stated),12,3
CC(C)C(NS(=O)(=O)c1cccs1)C(=O)Nc1cccc2c1CCCC2 (configuration not stated),3,3
COc1cc(C(=O)N2CCC3(CC2)NC(=O)c2ccc(Cl)cc2N3)cc(OC)c1OC,7,4
Cc1ccc(C2=NC3(CCN(CC(=O)NCc4ccc5c(c4)OCO5)CC3)NC2=O)cc1C,24,5
Cc1ccc(S(=O)(=O)N2CCC(C(=O)NCCC3=CCCCC3)CC2)cc1,-2,-2
Cn1nc(-c2nc(Cc3ccccc3)no2)c2c1CCN(C(=O)Cc1ccc(Cl)cc1)C2,-7,-5
CN(C)c1nc(F)c(F)c(S(=O)(=O)c2ccccc2)c1F,-28,-3
CC(C)NCC(O)CON=C1c2ccccc2-c2ccccc21 (configuration not stated),4,-7
CC(C)c1ccc2oc(=O)cc(-c3cc4ccccc4o3)c2c1,-3,-1
CN1CCc2c(nnn2-c2ccccc2)C1,-1,-1
C=CCc1cccc2cc(C(=O)Nc3ccc(C)c(C)c3)c(=O)oc12,1,-5
CCOc1ccc(-c2nc3s/c(=C\c4ccc(C)cc4)c(=O)n3n2)cc1,6,-6
O=C(Cc1cccc(F)c1)N1CCC2(CC1)Nc1ccccc1-n1cccc12,59*,1
COc1cc2c(=O)oc(-c3c(-c4c(F)cccc4Cl)noc3C)nc2c(OC)c1OC,.,1
COCCN1C(=O)C(C)N(C(=O)NCc2ccncc2)c2cccnc21 (configuration not stated),-3,-2
CCS(=O)(=O)N1CCN(Cc2ccc([N+](=O)[O-])cc2)CC1,-2,8
Cn1nc(C(=O)NCc2ccc(Cl)cc2)c2c1CCN(C(=O)C1CCCC1)C2,92*,-10

# 23 neighbouring compounds from above:
SMILES,mHTT CaM bind,Pf apPOL block
O=C(Nc1ccc(C2(C(=O)N3CCN(c4ccc(F)cc4)CC3)CCC2)cc1)C1CC1,5,-4
Cc1ccccc1C(=O)N1CCN(c2cc(Cl)ccc2C)C(=O)C1C (configuration not stated),0,-1
CCN1CCN(CC(O)COCc2ccccc2)CC1 (configuration not stated),2,-1
CCC(C(=O)Nc1cc(C)ccc1C)c1ccccc1 (configuration not stated),-17,-6
O=C(Nc1c2c(nn1-c1cccc(Cl)c1)CSC2)C1CCCCC1,5,-5
Cc1ccc(NC(=O)CSc2nc3c(c(=O)n2-c2ccccc2)SCC3)cc1Cl,19,-1
N#Cc1c(N)sc2c1CCN(CCc1ccccc1)C2,38,10
Cc1ccc([N+](=O)[O-])cc1N=Cc1ccc2c(c1)OCO2,2,1
CCCSc1nnc2c(n1)OC(c1ccncc1)Nc1ccc(Br)cc1-2 (configuration not stated),12,3
CC(C)C(NS(=O)(=O)c1cccs1)C(=O)Nc1cccc2c1CCCC2 (configuration not stated),3,3
COc1cc(C(=O)N2CCC3(CC2)NC(=O)c2ccc(Cl)cc2N3)cc(OC)c1OC,7,4
Cc1ccc(C2=NC3(CCN(CC(=O)NCc4ccc5c(c4)OCO5)CC3)NC2=O)cc1C,24,5
Cc1ccc(S(=O)(=O)N2CCC(C(=O)NCCC3=CCCCC3)CC2)cc1,-2,-2
Cn1nc(-c2nc(Cc3ccccc3)no2)c2c1CCN(C(=O)Cc1ccc(Cl)cc1)C2,-7,-5
CN(C)c1nc(F)c(F)c(S(=O)(=O)c2ccccc2)c1F,-28,-3
CC(C)NCC(O)CON=C1c2ccccc2-c2ccccc21 (configuration not stated),4,-7
CC(C)c1ccc2oc(=O)cc(-c3cc4ccccc4o3)c2c1,-3,-1
CN1CCc2c(nnn2-c2ccccc2)C1,-1,-1
C=CCc1cccc2cc(C(=O)Nc3ccc(C)c(C)c3)c(=O)oc12,1,-5
CCOc1ccc(-c2nc3s/c(=C\c4ccc(C)cc4)c(=O)n3n2)cc1,6,-6
O=C(Cc1cccc(F)c1)N1CCC2(CC1)Nc1ccccc1-n1cccc12,59*,1
COc1cc2c(=O)oc(-c3c(-c4c(F)cccc4Cl)noc3C)nc2c(OC)c1OC,.,1
COCCN1C(=O)C(C)N(C(=O)NCc2ccncc2)c2cccnc21 (configuration not stated),-3,-2

# (further entries)
SMILES,mHTT CaM bind,Pf apPOL block
O=C(NNC(=O)c1cnccc1C(F)(F)F)c1ccc(OC(F)(F)F)cc1,.,-1
Cc1ncc(CO)c2cc(C(=O)Nc3ccccc3F)c(=Nc3ccc(Cl)c(Cl)c3)oc12,3,-4
COc1ccc(OC)c2sc(N(CC3CCCO3)C(C)=O)nc12 (configuration not stated),-11,2
Cc1cccc(CC(=O)NCCCn2cccc2)c1,7,-12
O=[N+]([O-])c1ccc(C2=Nn3c(nnc3-c3cccc(Br)c3)SC2)cc1,-4,-11
C=CCN1C=C(c2ccc3ccccc3n2)C(C#N)c2ccccc21 (configuration not stated),15,1
CCCCNC(=O)C1(O)c2ccccc2NC(=O)N1c1ccc(OCC)cc1 (configuration not stated),5,-5
CCN(CC)S(=O)(=O)c1ccc2nc(N3CCN(c4ccccc4F)CC3)cnc2c1,-7,-2
CN(C)CCOC(=O)C=Cc1ccccc1,.,-11
COc1ccc(NC(=O)c2oc(=O)c3ccccc3c2-c2ccccc2)c([N+](=O)[O-])c1,8,-6
N#CCCSc1ccccc1NC(=O)c1ccc(C(=O)c2ccccc2)cc1,0,-2
O=S(=O)(Nc1ccccn1)c1ccc(N=Cc2ccc(Cl)cc2Cl)cc1,-5,11
Cc1ccc(N2C(=O)NC(=O)/C(=C\c3cn(C(C)C)c4ccccc34)C2=O)cc1,-2,-1
O=C(c1sc2ccccc2c1Cl)N1CCN(c2ncccn2)CC1,7,-2
Cc1c(C(=O)Nc2ccccc2C(=O)N2CCCC2)cccc1[N+](=O)[O-],-2,-3
COc1cc(C(=O)Nc2ccc(-c3nc4ccc(C)cc4s3)cc2)cc(OC)c1OC,-17,-3
OCCCn1c(-c2ccc(Cl)cc2)cn2c3ccccc3nc12,32&27,3&-5
CCCNC(=O)c1ccccc1C(=O)NCCC,0,-4
COC(=O)N1CCc2ccccc2C1C(=O)Nc1nc(C)cs1 (configuration not stated),1,-4
CC(=O)Nc1ccc(OC(=O)c2cccc(C(F)(F)F)n2)cc1,.,-6&-6
COc1ccc(C(=O)Nc2ccc(I)cc2Cl)cc1[N+](=O)[O-],2,-6
Nc1cc(=O)[nH]c(SCc2ccccc2)n1,0,-10
c1ccc2c(c1)nnn2CN1CCN(c2ccc3c(c2)OCO3)CC1,-7,.
COc1ccc(S(=O)(=O)NC(C)c2ccccc2)cc1OC (configuration not stated),0,5
Cc1cc2c(=O)n(CC(=O)Nc3cc(F)ccc3F)ccc2s1,4,-3

# (more compounds)
SMILES,mHTT CaM bind,Pf apPOL block
CC1=C(C(=O)Nc2ccccc2F)C(c2cccnc2)C2=C(CC(c3ccccc3)CC2=O)N1 (configuration not stated),7,-4
CCC(CC)C(=O)N1CCCC(C)(C(=O)NCc2ccc(F)cc2)C1 (configuration not stated),-2,5
O=C(c1csc(COc2cccc(Cl)c2)n1)N1CCOCC1,-2,-5
CC(N)CNc1ccc([N+](=O)[O-])cc1Cl (configuration not stated),5,-16
O=[N+]([O-])c1ccc(/C=N/N(CCO)C2=NS(=O)(=O)c3ccccc32)o1,i,.
Cc1ccc(N2C(=O)CSC2c2cc3c(cc2[N+](=O)[O-])OCO3)cc1C (configuration not stated),30,-7
O=C(CN1CCN(C(=O)Nc2ccc(Cl)cc2)CC1=O)NCCN1CCCCC1,1,2
Cc1cc(N2CCCCC2)nc2ccc(NC(=O)C3Cc4ccccc4CN3S(C)(=O)=O)cc12 (configuration not stated),2,5
O=C(Nn1cnc2c(cnn2-c2ccccc2)c1=O)C1c2ccccc2Oc2ccccc21,18,4
O=c1[nH]c2ccc(Cl)cc2c(-c2ccccc2)c1N1CCOCC1,.,-18
CCOc1ccc(NC(=O)CN2C(=O)C(c3ccc(F)cc3)=NC2(C)C)cc1,-3,-7
Cc1cccc(N2CCC(C(=O)NCc3ccccc3F)C2=O)c1C (configuration not stated),-1,-1
COCCCNC(=O)c1cc2cc3ccc(OC)cc3nc2o1,-4,-2
O=C(Nc1ccccn1)C1C2CCC3C(CCC21)C3(Cl)Cl (configuration not stated),-19,-4
CC(=O)N1c2c(cc(Br)cc2S(=O)(=O)NCc2ccc(F)cc2)CC1C (configuration not stated),5,0
OCCOC1CCCc2oc(-c3ccccc3)c(C#CC3(O)CCCCC3)c21 (configuration not stated),30,-8
Cc1ccc(CC(=O)N2CCN(c3ccc(-c4nc(C)cs4)cn3)CC2)cc1,-2,-2
CCC(C)N1CC2=C(C1=O)C(c1ccc(C)cc1C)NC(=O)N2C (configuration not stated),2,2
CCCNC(=O)c1nc(N2CCCC2)c2c(C)cc(C)nc2n1,-2,4
CC(C)c1nc(CN2CCN(c3ccccc3)CC2)cc(=O)[nH]1,-6,0
C=CCNC(=O)COc1ccc(Br)cc1,0,-6
O=S(=O)(Nc1ccc2c(c1)OCO2)c1ccc(Oc2ccc(Br)cc2)cc1,48,-6
CCCCOc1ccc2c(c1)C(=O)c1cc(OCCCC)ccc1-2,7,-3
O=C(NC1C2CC3CC(C2)CC1C3)c1cccc(Br)c1 (configuration not stated),0,-3
COc1ccc(Cl)cc1Nc1cc(C)nc2ccc(Cl)cc12,24,7

# Later entries.
SMILES,mHTT CaM bind,Pf apPOL block
COc1cc(C(=O)Oc2ccc3c(c2C)OC(=Cc2ccco2)C3=O)cc(OC)c1OC,6,-2
O=C1OC(c2cccc(Br)c2)=N/C1=C/c1cc2c(cc1Cl)OCO2,1,35
CCc1c(C)c(C#N)c2nc3ccccc3n2c1NCCCN(CC)CC,-2,82*
Cc1sc2c(=O)n(C3CC3)cnc2c1C(=O)Nc1ccc(F)cc1,-5,1
Cc1ccc(C(=O)NC(C)C)c(C2CCN(Cc3ccc(F)cc3)CC2)n1,-4,-6
O=c1ccc(-c2noc(CCc3c[nH]c4ccccc34)n2)c[nH]1,15,4
Cc1nn(C)c2c1S(=O)(=O)N=C(SCc1c(F)cccc1Cl)S2,.,-1&-10
Cc1ccc(C(=O)N2CCC(COc3ccc(C(=O)NC(C)C)cc3)CC2)s1,10,-3
Clc1ccc(/C=N/Nc2nc(-c3ccc(Br)cc3)cs2)cc1,i,.
CC(=O)N1c2ccccc2NC2=C(C(=O)CC(C)(C)C2)C1c1ccc(N(C)C)cc1 (configuration not stated),29,-3
Cc1ccc(C(=O)NCC(=O)N2CCCc3ccccc32)cc1C,-4,1
O=C(O)CCCN1C(=O)C(=O)C(=C(O)c2ccc([N+](=O)[O-])cc2)C1c1ccc(Cl)cc1 (configuration not stated),1,3
CN(C)C(=O)c1cc2c(s1)CCC(C(=O)Nc1ccc(F)cc1)C2 (configuration not stated),3,-6
CCc1ccc(N2CC(C(=O)NC3CC3)CC2=O)cc1 (configuration not stated),-13,-3
N#Cc1cccc(-c2cn3c(n2)N(C(=O)COc2ccccc2)CCC3)c1,55*,-1
CSc1nc(C)nc(NC=C(C#N)S(=O)(=O)c2ccccc2Cl)n1,.,-8
COc1ccc(C(C#N)=Cc2cccs2)cc1,.,-9
COc1cc(/C=C2\C(=O)NC(=O)N(c3ccc(Cl)cc3)C2=O)c([N+](=O)[O-])cc1OC,13,0
COCCCN1COc2ccc3c(=O)c(-c4ccc(Cl)cc4)c(C)oc3c2C1,-4,-18
COc1cc(-c2nnc(C34CC5CC(C3)CC(n3cnc(Cl)n3)(C5)C4)o2)ccc1OC(F)F,5,.
Cc1ccc(NC(=O)N2CCC3(CC2)Nc2cc(F)ccc2-n2cccc23)c(Cl)c1,32,2

# Screens: PubChem, University of Kansas High Throughput Screening Laboratory
